KDM5B inhibitor – Primary screen for KDM5B Histone Demethylases FDH-coupled qHTS | KDM5B demethylase, FDH-coupled NADH fluorescence (FDH is formaldehyde dehydrogenase) | Potency, µM (highest dose often 57.7 µM), inactives show at the top dose activity change, negative = inhibition, hits mostly inhibitors | 220,000 compounds, 2.6% hits; active means well fitted inhibition curve with a large enough effect; inconclusive means small, poorly fitted or top-dose-only effect; inactive means no such curve, though single readings can be large or run the other way; further: 0% is about no effect; nearly all actives have a fitted effect of over 70% in size
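Here, H3K4me3 peptide (12.5 µM in substrate mix) is demethylated by KDM5BΔAP, 200 nM final, after 10 min compound exposure. Formaldehyde product is coupled through FDH (0.25 U/mL in mix) to NADH fluorescence; 30-min ΔRFU feeds dose-response curves.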
The depositor's hits bear a star; i = inactive; ? = inconclusive; [ ] = another dose, or the depositor's remark. Potency means the concentration at half of the fitted maximal effect. This is a subset. The share of hits here may be higher or lower than overall.

SMILES | KDM5B inhibitor
Cc1ccccc1NC(=O)N1CCc2c(sc3c2CCCC3)C1c1ccccc1 (stereo not given) | -20%
COc1ccc(-c2[nH]nc3c2C(c2cccc(OC)c2OC)CC(=O)O3)cc1 (stereo not given) | -16%
NN1C(=O)/C(=C\c2ccco2)SC1=S | -23%
COCCCNC(=O)N1CCCOCCNC(=O)[C@@H]2CCC[C@@H]21 | 9%
COC(=O)c1ccc(NC(=O)C2CCN(C(=O)c3ccc(F)cc3)CC2)cc1 | -1%
Nc1nccc(-c2ccc([N+](=O)[O-])cc2)n1 | 19%
Fc1ccc(-n2ncc3c(Nc4ccc(Oc5ccccc5)cc4)ncnc32)cc1 | ?
CCOC(=O)C1C(=O)C=C(c2ccc(C)cc2)CC1c1ccccc1C (stereo not given) | -3%
COc1ccc(-c2coc3cc(O)ccc3c2=O)cc1 | -21%
Cc1ccc2cccc(NC(=O)c3ccc(OC(C)C)cc3)c2n1 | ?
C=CCC1(CC=C)CCCN1 | 14%
O=S(=O)(NCCc1csc2nc(-c3ccc(Cl)cc3)nn12)c1ccc(Oc2ccccc2)cc1 | -2%
COC(=O)C(C)Oc1cc(C)ccc1COc1ccc(-n2nc(C)n(C(F)F)c2=O)cc1 (stereo not given) | -3%
CCCc1noc(-c2cn(C3CCN(C(=O)c4ccc(OC)nc4OC)CC3)nn2)n1 | -15%
O=C1Nc2ccccc2CC12CCCN2Cc1ccccc1 (stereo not given) | -5%[149 µM]
Cc1nc(NCc2ccccc2)sc1C(=O)N1CCC(C(N)=O)CC1 | 21%
CCN(CC)CCNC(=O)c1c2c(nc3ccccc13)C(=O)N(C1CCCCC1)C2 | ?
Cc1ccc(C)c(SCC(=O)Cc2ccccc2F)c1 | 15%
COc1ccc(NC(=O)Cn2nc(-c3cc(C)ccc3C)c3c(c2=O)CCCC3)cc1 | -19%
CN(C)C(=O)N1CCCC(C(=O)NCc2nc(C3CCCCC3)no2)C1 (stereo not given) | -16%
Cc1cc(C)c(NC(=O)c2c(C)oc3c2C2=NCCN2C=N3)c(C)c1 | -3%
COCCn1cnc2c1c(=O)n(CC(=O)Nc1ccc3c(c1)OCO3)c(=O)n2Cc1ccccc1 | 13%
Cc1ccc(F)cc1NC(=O)C1CCCCC1 | -3%
O=C(OCc1ncc(-c2ccccc2)o1)c1ccc(O)cc1 | 6%
Cc1ccc(N=C2NN=C(c3cc(C)n(CC4CCCO4)c3C)CS2)cc1 (stereo not given) | -21%
CCCc1noc(-c2cccn3c(CNC(=O)c4ccco4)nnc23)n1 | 25µM*
CNC(=O)c1c[nH]c2cccnc12 | ?
CCN1C(=O)C2(CCN(S(=O)(=O)c3ccc4c(c3)CCCC4)CC2)c2ccccc21 | -7%
CC(C)(C)C(=O)/C=c1/[nH]c(=O)/c(=C/c2ccc(O)c(Cl)c2)s1 | 14%
O=C(Cn1ccn2nc(-c3ccc(F)cc3)c(CO)c2c1=O)N1CCN(c2ccccc2F)CC1 | -27%
Cc1cc(C)cc(OCC(=O)Nc2ccc(Cl)c(-c3nc4ncccc4o3)c2)c1 | ?
COc1ccc(NC(=O)CNC(=O)Cn2ccc3ccccc3c2=O)c(OC)c1 | -1%
Cn1cnc2c1c(=O)n(Cc1ccccc1C#N)c(=O)n2C | 15%
Cc1ccsc1C(=O)OCC(=O)NC(=O)NC1CCCCC1 | 6%
O=C(c1ccsc1)N(CC1CCOC1)C1CC1 (stereo not given) | -3%
CCn1c(SCC(=O)Nc2ccc3c(c2)OCO3)nc2cc(C)[nH]c2c1=O | 12%
COc1ccc(CCNC(=O)CCCCn2c(=O)c3ccccc3n(Cc3ccccc3Cl)c2=O)cc1OC | ?
COC(=O)C1=C(C)N=C2SC=C(CC(=O)NCc3ccco3)N2C1c1ccccc1OC (stereo not given) | ?
Cc1nc(CNC(=O)CC2C(=O)NCCN2Cc2ccccn2)n[nH]1 (stereo not given) | ?
O=c1c2c(n(CCOc3ccccc3)n1-c1ccccc1)CN(Cc1ccc3c(c1)CCO3)CC2 | -20%
O=C(O)/C=C/c1ccc(Cl)c(Cl)c1 | 31%[activator]
CC(=O)N/C(=C/c1ccc(OS(=O)(=O)c2ccc(C)cc2)cc1)C(=O)NCCCO | -6%
O=C(O)[C@H](Cn1ccc(=O)[nH]c1=O)NC1CCOCC1 | 20%[115 µM]
N#Cc1c(N)nc2c(c1-c1ccc(Cl)cc1)CCCC2 | 13%
CNc1nccnc1-c1cccc(CN2CCOCC2)c1 | i
Cc1nn(C)c2sc(C(=O)NCc3ccc(C(=O)O)cc3)cc12 | -6%
c1ccc(CN2CCNc3cc(Nc4ccc(N5CCOCC5)cc4)ncc3C2)cc1 | -27%[86.2 µM]
Cc1nc(CN2CCN(Cc3cc4n(n3)CCNC4)CC2)cs1 | ?
Nc1nonc1-n1nnc(C(=O)N/N=C/c2c(Cl)cccc2Cl)c1CN1CCOCC1 | -5%
OC[C@@H]1O[C@H](CNC2CCOCC2)[C@H](N2CCN(c3ccccn3)CC2)[C@@H]1O | ?
Cc1ccc(-c2cc3c(=O)n(CCNC(=O)c4cc(Cl)ccc4F)ccn3n2)c(C)c1 | ?
COc1ccc(OC)c(CCNC(=O)c2c(C)oc3ncn(C)c(=O)c23)c1 | -11%
O=C(CSc1ccc(Cl)cc1)OCC(=O)c1ccc2c(c1)OCCO2 | -7%
COCC[C@]1(O)CCN(C(=O)c2ccc(Cl)cc2F)C[C@H]1C | 3%
O=Cc1cccc(OCc2ccc(Cl)cc2)c1 | -11%
Cc1ccc(CN(Cc2cccn2-c2nnc(N3CCCC3=O)s2)C(=O)Nc2cc(C)cc(C)c2)cc1 | -27%
O=C(NCc1ccccc1)c1ccc(S(=O)(=O)N2CCc3ccccc3C2)cc1 | 8%
N#Cc1c(-n2ncnc2-c2ccccc2Cl)sc2c1CCCCC2 | -25%
CC(N)(CCc1ccccc1)C(=O)O (stereo not given) | 8%
c1ccc(-c2noc(-c3cncnc3NCC3CCCO3)n2)cc1 (stereo not given) | ?

Following part
SMILES | KDM5B inhibitor
Cc1noc([C@@H]2CN(S(=O)(=O)c3ccc4c(c3)CCC4)C[C@H]2C(N)=O)n1 | 11%
Cc1cn2nnc(C(=O)NCC3CC3)c2c(=O)[nH]1 | -9%
Cc1noc([C@@H]2CN(C3CCCCC3)C[C@H]2CO)n1 | 2%
CN1CCc2nc(NC(=O)Cn3c(=O)oc4ccccc43)sc2C1 | -28%
C=CCOc1ccc(NC(=O)c2ccc(Cl)cc2)cc1 | -1%
Cc1cccc(NC(=O)CSc2cc(C)c3ccccc3n2)c1 | 10%
COC(=O)c1c(NC(=O)c2ccccc2C(=O)O)sc2c1CCCC2 | -18%
COc1ccc(CCC(=O)N2CCC(Cc3nc(C4CCOCC4)no3)CC2)cc1 | ?
CCN1CCN(Cc2cc(=O)oc3cc(O)c(Cl)cc23)CC1 | i
CCOC(=O)NC(C(=O)O)C(C)C (stereo not given) | 15%
CCc1ccc(NS(=O)(=O)c2ccc3[nH]cc(C(=O)NCCc4cccc(C)c4)c(=O)c3c2)cc1 | -55%
COc1ccc(C2=NS(=O)(=O)N(C)C(C(=O)Nc3cc(C)ccc3O)=C2)cc1OC | 10%
CCOC(=O)C1=C(CS(=O)(=O)c2ccc(Br)cc2)NC(=O)NC1c1ccccc1 (stereo not given) | -10%
CC(=O)N1CCCCC1c1nnc2n1CCNC2 (stereo not given) | ?
COCCN(C)C[C@H]1C[C@H](CO)CN(C(=O)c2cc(C)c(C)s2)C1 | 22%
CCCCCCCc1ccc(-c2ccc(O)c(F)c2)nc1 | ?
Cc1ccc(C)c(N2CCN(C(=O)c3cnn(C(C)(C)C)c3C3CCN(C(=O)OC(C)(C)C)CC3)CC2)c1 | -18%
CN(C)c1ccc(C(=O)N2CCC3(CC2)NC(=O)N(c2ccccc2)N3)cc1 | -9%
Cc1cccc(Cn2cc(COC(=O)NCC(C)C)nn2)c1 | 22%
CN(C)c1ccc(-c2noc(-c3nc(-c4ccccc4F)no3)n2)cc1 | 8%
COc1cc(NC(=O)CCCc2nnc3n(C)c(=O)c4sccc4n23)cc(OC)c1OC | -12%
Cc1cc(C)c(C)c(S(=O)(=O)NC2CCN(c3ccc(=O)n(CC4CC4)n3)CC2)c1C | 35µM*
Oc1c(C(c2ccc(Cl)cc2)N2CCOCC2)sc2nc(-c3ccco3)nn12 (stereo not given) | ?
CC(CN1CCOCC1)NS(=O)(=O)c1cc(F)cc(F)c1 (stereo not given) | -10%
Cc1ccc(C(=O)Oc2cccc3c(OC(=O)c4cccc(C)c4)cccc23)cc1 | 20%
COc1cc(NC(=O)CCc2c(C)nn(-c3ccc4nncn4n3)c2C)cc(OC)c1OC | -8%
COc1cccc(N2CCN(c3ncnc4c3c(-c3ccccc3)cn4-c3ccc(C)cc3)CC2)c1 | -8%
CCOC(=O)c1c(S(=O)(=O)NCC(=O)Nc2ccc(F)cc2C)c(C)n(C)c1C | 3%
COc1ccc(-c2cc(C)no2)cc1S(=O)(=O)CCC(=O)Nc1ccc(C)c(C)c1 | 15%
CCCCC(=O)Nc1ccc2c(c1)nc1n2CCSC1 | 14%
CCCC(C(=O)NC1CCCCC1)(c1ccccc1)c1ccccc1 | 5%
CCOC(=O)c1ccc(NC(=O)c2nn(C)c3c2COc2ccccc2-3)cc1 | -9%
Cc1cc2nc3n(c(=O)c2n1CC(=O)NC1CCCCC1)CCCCC3 | ?
CCn1cc(CN2CCCCCCNC(=O)[C@@H]3CCC[C@@H]32)cn1 | ?
O=C(CCc1ncc(-c2ccccc2F)o1)N1CCSCC1 | 13%
Cc1c2cnn(CC(=O)NCc3ccccc3)c(=O)c2c(C)n1Cc1ccccc1 | 12%
Cc1cccc(N(CC(=O)NC2CCCCC2)C(=O)CCCC(=O)Nc2ccccn2)c1C | 10%
O=S(=O)(NCc1cccnc1)c1ccc2ccccc2c1 | -2%
Cc1cc(O)c2c(CN3CCN(C(c4ccccc4)c4ccccc4)CC3)cc(=O)oc2c1 | 1%
CCN(CC)S(=O)(=O)c1ccc2[nH]c(=O)cc(C(=O)NC(C3CC3)C3CC3)c2c1 | 18%
CC[C@H]1CN(S(=O)(=O)c2ccccc2)CC[C@H]1CC(=O)N(C)CC#N | 17%[86.2 µM]
CC(=O)Nc1cc(F)ccc1-c1csc(NC(=O)CCc2ccco2)n1 | 6%
CC(NS(=O)(=O)c1ccc(Cl)s1)c1cc2ccccc2o1 (stereo not given) | -21%
CCCCCCn1c(NCc2ccc(C)cc2)nc2c1c(=O)[nH]c(=O)n2C | -14%
COC1CN(c2cccc(F)c2)C12CCN(C(=O)c1cccnc1)CC2 (stereo not given) | 21%
CC(Sc1nccn1C)C(=O)NC1(C#N)CCCCC1 (stereo not given) | 20%
Cc1ccc(C(=O)N2CCN(c3cc(-c4cccs4)[nH]n3)CC2)c(C)c1 | ?
CC(C)N1C(=O)C2(CCCC2)C1C(=O)NCc1cc(F)cc(F)c1 (stereo not given) | 3%
Cc1ccc(-n2nc(CO)c(C(=O)NC(C)CCCc3ccccc3)n2)cc1C (stereo not given) | ?
Cn1c(=O)c2c(nc(N3CCCCC3)n2Cc2ccccc2Br)n(C)c1=O | -1%
O=C(CN1CCN(c2ccccn2)CC1)Nc1cccc(F)c1 | 9%
COCc1nn2cc(-c3ccc(C)cc3)nc2s1 | -3%
O=S(=O)(c1ccccc1)N1CCC(c2nc(-c3ccccc3)no2)C1 (stereo not given) | -22%
O=C1CCN(Cc2ccncc2)CCCC(C(=O)NCCCN2CCCc3ccccc32)CCN1 (stereo not given) | 14µM*
CC(C)(C)CCNC(=O)c1cc(C2CC2)nc2ccccc12 | -9%
COCCc1noc([C@@H]2CN(Cc3ccccc3F)C[C@H]2CO)n1 | 4%
Cc1ccc(C(=O)CSc2nc3c([nH]2)c(=O)n(C)c(=O)n3C)cc1 | 14%
O=C(NC1CCCCCC1)c1cc(-c2ccccn2)nc2c(Cl)cccc12 | 7%
Cc1cnc(-c2ccccc2)n1C1CCCN(C(=O)COc2ccc(F)cc2)C1 (stereo not given) | -5%
Cc1cc(Cc2ccc(N)c(C)c2)ccc1N | 29%

Shown with each value named: four of the compounds above.
structure: O=C(NC1CCCCCC1)c1cc(-c2ccccn2)nc2c(Cl)cccc12
  KDM5B inhibitor = 7%

structure: Cc1ccccc1NC(=O)N1CCc2c(sc3c2CCCC3)C1c1ccccc1 (stereo not given)
  KDM5B inhibitor = -20%

structure: N#Cc1c(-n2ncnc2-c2ccccc2Cl)sc2c1CCCCC2
  KDM5B inhibitor = -25%

structure: Cc1noc([C@@H]2CN(C3CCCCC3)C[C@H]2CO)n1
  KDM5B inhibitor = 2%

Next part.
SMILES | KDM5B inhibitor
COCCOC1CCOC2(CCN(S(=O)(=O)c3ccc(F)cc3)CC2)C1 (stereo not given) | 10%
CC(C)(C)N(Cc1cn(Cc2ccccc2)nn1)S(=O)(=O)c1ccc(N2CCCC2)cc1Br | 19%
C#CCNC(=O)C[C@@H]1C[C@@H](C(C)C)[C@H](CNC(=O)NC2CCCCC2)C=C1C | -4%[86.2 µM]
CCC1CN(C(=O)Nc2cccc(OC)c2)c2ccccc2O1 (stereo not given) | ?
Cc1cccc(CN2C[C@@H]3[C@H](C2)N(CC(C)C)C(=O)C(C)(C)[S+]3(=O)[O-])c1 | -21%[86.2 µM]
